# Screens deposited in PubChem by National Center for Advancing Translational Sciences (NCATS).
# TrxR1 substrate – substrates of rat thioredoxin reductase 1; O89049; purified TrxR1 substrate turnover, NADPH consumption readout; Potency, µM (series often up to 114 µM), inactives show at the highest dose activity change, negative = substrate turnover; 390,000 tested, 0.01% active; AID 588456; note: % is set by controls: 0 for no effect and ±100 for the full control effect; nearly all actives have a fitted effect of over 50% in size
#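 Rat TrxR1, dispensed at 90 nM, was prereduced with 400 uM NADPH (final) for 5 min at ~22 deg C, then incubated with compound 15 min before 400 uM selenite. A first-read NADPH fluorescence drop versus no-compound background flagged substrates.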
# Vif-APOBEC3G blk – Vif-A3G binding inhibition. 410,000 tested, 0.076% active. Potency, µM (highest dose often 46.1 µM), inactives show at the top dose activity, negative = active, hits mostly inhibitors. HeLa A3G-eYFP + Vif (tagged APOBEC3G with the HIV-1 protein that degrades it), YFP fluorescence, overnight. Q9HC16;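 note: % is set by controls: 0 for no effect and ±100 for the full control effect; nearly all actives have a fitted effect of over 60% in size; hits raise eYFP signal because A3G escapes Vif-driven loss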
#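 HeLa cells stably expressing Vif and C-terminally eYFP-tagged A3G, seeded overnight at 37 deg C, then exposed to compound by pintool overnight at 37 deg C. Rise in yellow fluorescence (Ex 488/Em 500-530, Acumen) marks blocked Vif-driven A3G degradation.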
# RXFP1 ag – RXFP1 (human) receptor agonism. Q9HBX9. HEK293T-RXFP1 cAMP TR-FRET, 30 min; response scale: percent of porcine relaxin response, buffer zero. Potency, µM (highest dose often 57.5 µM), for the others: at the top dose activation, most hits filed as activators. 370,000 tested, 0.3% active. AID 2676; note: % is set by controls: 0 for no effect and ±100 for the full control effect; nearly all actives have a fitted effect of over 60% in size; many of its hits are not listed in these tables
# Target sequence (Q9HBX9 whole entry, looked up): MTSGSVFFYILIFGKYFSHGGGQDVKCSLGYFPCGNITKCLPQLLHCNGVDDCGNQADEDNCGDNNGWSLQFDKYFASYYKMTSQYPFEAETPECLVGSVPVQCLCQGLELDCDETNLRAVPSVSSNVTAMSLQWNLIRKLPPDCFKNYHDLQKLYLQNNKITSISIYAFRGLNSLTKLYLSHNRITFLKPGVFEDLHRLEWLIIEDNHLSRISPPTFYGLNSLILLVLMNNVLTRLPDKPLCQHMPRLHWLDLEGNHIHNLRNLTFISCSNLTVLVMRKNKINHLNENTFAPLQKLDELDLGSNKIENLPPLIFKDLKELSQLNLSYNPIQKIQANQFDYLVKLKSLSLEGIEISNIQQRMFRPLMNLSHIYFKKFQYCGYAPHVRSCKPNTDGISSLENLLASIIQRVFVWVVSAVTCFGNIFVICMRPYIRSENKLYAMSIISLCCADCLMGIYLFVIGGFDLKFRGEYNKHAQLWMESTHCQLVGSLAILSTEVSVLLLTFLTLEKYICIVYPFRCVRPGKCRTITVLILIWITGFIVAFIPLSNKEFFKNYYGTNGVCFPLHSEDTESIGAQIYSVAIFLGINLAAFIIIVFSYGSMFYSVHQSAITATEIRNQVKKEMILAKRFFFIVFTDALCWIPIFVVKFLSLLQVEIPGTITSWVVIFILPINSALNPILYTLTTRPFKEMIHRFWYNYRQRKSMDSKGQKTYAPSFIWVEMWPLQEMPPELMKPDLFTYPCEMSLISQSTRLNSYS
#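 Agonist response is measured as cAMP accumulation in an RXFP1-transfected HEK293T line under PDE4 inhibition. Values are scaled between buffer-only and 29 nM porcine relaxin, and EC50s come from standard Hill equation fits.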
# RGS4 inh – blocks human RGS4-accelerated GTP hydrolysis | P49798 | 390,000 tested, 0.039% active | Transcreener GDP fluorescence polarization, RGS4-accelerated GTP hydrolysis | AID 504845 | Potency, µM (series often up to 114 µM), for the others: at the highest dose activity change, negative = inhibition, usual class: inhibitors; note: % is set by controls: 0 for no effect and ±100 for the full control effect; nearly all actives have a fitted effect of over 75% in size; some results filed as inactive show a strong effect at the top dose
# Target sequence (P49798 whole entry, looked up): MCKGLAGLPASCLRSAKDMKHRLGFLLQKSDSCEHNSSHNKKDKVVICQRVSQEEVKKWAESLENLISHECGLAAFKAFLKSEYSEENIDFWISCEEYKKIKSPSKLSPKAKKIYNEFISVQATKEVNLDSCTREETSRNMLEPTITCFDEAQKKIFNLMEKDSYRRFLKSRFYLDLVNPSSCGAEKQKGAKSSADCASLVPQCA
#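 MLSMR compounds (23 nl, pin-transferred) preincubated 10 min at room temperature with a 500nM (2x) first reagent, then RGS4 at 900nM (2x) plus Transcreener GDP mix added; fluorescence polarization (620/688 nm) read before and after 90 min at 30 °C.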
# ALOX12 inh – ALOX12 (human) lipoxygenase inhibition | 580,000 tested, 1.1% active | P18054 | purified 12hLO, xylenol orange hydroperoxide absorbance | Potency, µM (series often up to 108 µM), without a hit: top-dose activity change, negative = inhibition, usual class: inhibitors; note: % is set by controls: 0 for no effect and ±100 for the full control effect
#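 Purified human 12hLO (150 nM final) in 25 mM Hepes, 0.01% Triton X-100, pH 7.0 was preincubated 15 min at room temperature with compound. Then 40 uM arachidonic acid was added, 30 min. Hydroperoxide was read by Fe-XO absorbance ratio 573/405 nm.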
# USP1-UAF1 inh – inhibitors of human USP1/UAF1 deubiquitinase | 390,000 tested, 0.23% active | Potency, µM (top dose mostly 57.1 µM), inactives show at the highest dose activity change, negative = inhibition, hits mostly inhibitors | AID 743255 | recombinant USP1/UAF1, Ub-Rhodamine cleavage fluorescence; note: % is set by controls: 0 for no effect and ±100 for the full control effect; nearly all actives have a fitted effect of over 60% in size; inactives centre near -12
#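 In this screen, compounds sit with the deubiquitinase complex (1nM) for 15 min at room temperature before Ub-Rho is added at 150nM final. Fluorescence rise is then followed for 6 reads every 60 seconds.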
# rTrxR1 inhibitor – rat TrxR1 inhibition | O89049 | recombinant rTrxR1, NADPH fluorescence consumption, selenite substrate | Potency, µM (series often up to 114 µM), for inactives: at the highest dose activity change, negative = inhibition, actives largely listed as inhibitors | 390,000 tested, 1% active | AID 588453; note: % is set by controls: 0 for no effect and ±100 for the full control effect; nearly all actives have a fitted effect of over 65% in size
#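 Rat TrxR1 (90 nM in the dispensed reagent) was pre-reduced with 400 uM NADPH for 5 min at room temperature, then incubated with compound for 15 min. After 400 uM selenite was added, NADPH fluorescence (Ex 340/Em 450 nm) was followed for 8 min.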
# IDH1 R132H inh – inhibitors of human mutant IDH1 R132H | Potency, µM (highest dose often 76.6 µM), for inactives: at the top dose activity change, negative = inhibition, actives largely listed as inhibitors | IDH1-R132H enzyme, NADPH consumption, diaphorase/resazurin fluorescence | 390,000 tested, 0.093% active; note: % is set by controls: 0 for no effect and ±100 for the full control effect; nearly all actives have a fitted effect of over 65% in size
#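 IDH1-R132H (0.5 ug/mL) preincubated 30 min with compound, then NADPH (0.016 mM) and alpha-KG (2 mM) added; 80 min at RT, pH 7.5. Remaining NADPH coupled via diaphorase/resazurin to fluorescence (540/590 nm); concentration-response curves normalized to no-enzyme control.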
# Vif-A3F inh – inhibitors of Vif-A3F interaction. Potency, µM (titrated, usually from 46.1 µM), for inactives: at the top dose activity, negative = active. 390,000 tested, 0.2% active. HeLa A3F-eYFP + Vif (tagged APOBEC3F with the HIV-1 protein that degrades it), YFP fluorescence increase; note: % of control where 0% means no effect; nearly all actives have a fitted effect of over 65% in size
#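 Fluorescence increase (Ex 488/Em 500-530) after overnight compound treatment at 37 deg C flags inhibition of Vif-driven A3F-eYFP loss in stable HeLa A3F-eYFP/Vif cells seeded overnight beforehand.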
# Starred values were filed as active, the others as inactive; ? = inconclusive; . = not tested or not shown; & = joins results of further samples; [ ] = remark or other dose. Calls come from the whole dose curve; as a rule, active = well fitted curve in the direction sought with a large enough effect; inconclusive = small, poorly fitted or top-dose-only effect, or another doubt; inactive = no such curve, though single readings can be large; an effect the other way counts as inactive or inconclusive. Potency is the fitted concentration of half-maximal effect. These rows are one share of the data; count on the stated rates, not on these rows.
SMILES,TrxR1 substrate,Vif-APOBEC3G blk,RXFP1 ag,RGS4 inh,ALOX12 inh,USP1-UAF1 inh,rTrxR1 inhibitor,IDH1 R132H inh,Vif-A3F inh
CCOC(=O)c1c(S(=O)(=O)Nc2ccccc2OCC)c(C)n(C)c1C,5%,-4%,1.6%,7%,-1%,-19%,19%,-8%,-15%
COc1cccc(NC(=O)c2ccc(NCCCN3CC(C)CC(C)C3)c([N+](=O)[O-])c2)c1 (stereo not drawn),5%[57.1 µM],3%,-3.5%,4%,0%,-25%,13%[57.1 µM],4%,-5%
CCN(CC)S(=O)(=O)c1ccc2c(c1)N(CC(=O)Nc1cccc(C)c1C)C(=O)C1CCCN21 (stereo not drawn),2%[57.1 µM],-3%,6.1%,-12%,-22%,-12%,7%[57.1 µM],14%,0%
NC(=O)N/N=C/c1coc2ccc(O)cc2c1=O,-3%,1%,-1.2%,7%,-16%,-10%,9%,-6%,5%
COc1cc(CCC(=O)Nc2cccc(S(=O)(=O)N(C)C)c2)cc(OC)c1OC,-3%,-4%,-1.2%,-4%,-1%,-10%,7%,6%,-9%
CN(C(=O)COc1ccccc1C(=O)NCCOc1ccccc1)c1ccccc1,-16%,-21%,2.0%,2%,9%,-5%,-3%,0%,-5%
CN(C)c1cccc2c1c(NC(=O)Nc1ccc(Cl)cc1Cl)nn2C,2%,1%,0.9%,0%,3%,?,26%,0%,3%
O=C(O)CCCC[C@@H]1SC[C@@H]2NC(=O)N[C@@H]21,4%,-3%,.,10%,4%,-20%,17%,-12%,2%
Cc1nc(Cl)sc1C(=O)Nc1cccc(Cl)c1C,-1%,-8%,1.9%,14%,1%,-8%,-7%,3%,-17%
CC1(C)CC(NC(=O)CC2CCCCC2)CC(C)(C)N1,-2%,-2%,0.3%,21%,-3%,-10%,0%,-2%,-9%
CNC(=S)N(Cc1ccc(OC)cc1)C1CC(=O)N(c2ccc(Cl)cc2)C1=O (stereo not drawn),2%[2.29 µM],-9%,-0.7%,-22%,-32%,-10%,7%[2.29 µM],-6%,-1%
C=CCN1C(=O)c2ccc(C(=O)N3CCN(S(=O)(=O)c4cccc(Cl)c4)CC3)cc2C1=O,-8%,1%,2.3%,-27%,-3%,-7%,15%[57.1 µM],9%,-3%
CCCCOc1ccc(S(=O)(=O)NCc2csc(-c3ccc(OC)cc3)n2)cc1,-5%,.,24%,23%,-21%,14%,-6%,.,.
CN(CC(=O)NCCc1ccc(F)cc1)Cc1ccccc1,3%,-3%,0.7%,-22%,?,-13%,12%,2%,6%
Cc1ccc(C(=O)c2sc3nc4c(cc3c2N)CCC4)cc1,4%[57.1 µM],-7%,1.7%,14%,-1%,2%,-5%[57.1 µM],4%,-2%
COCC(C)NC(=O)c1cc2cc(OC)ccc2[nH]1 (stereo not drawn),33%[activator][57.1 µM],4%,3.5%,4%,-46%,-4%,19%[57.1 µM],18%,9%
COc1ccc(CNC(=O)CCS(=O)(=O)c2ccc(Br)cc2)cc1,-2%,4%,0.7%,-2%,2%,-5%,-7%,0%,-2%
CCOCCCNC(=O)c1cn(C)c(=O)c2cc(OC)c(OC)cc12,14%[57.1 µM],0%,0.7%,-28%,84%[activator],-2%,0%,0%,-12%
CCN(C[C@H]1N[C@@](CC)(C(=O)OC)[C@H]2C(=O)N(C)C(=O)[C@@H]12)S(=O)(=O)c1ccc(C(C)(C)C)cc1,5%,-10%,.,-12%,4%,-18%,2%,11%,0%
Cc1ccccc1C1NC(=S)NC2=C1C(=O)CC(C)(C)C2 (stereo not drawn),10%[57.1 µM],1%,4.5%,-21%,11%,-18%,18%[57.1 µM],1%,3%
CCOc1cc2c(cc1OCC)C(CC(=O)OC)N(C(=O)Nc1cc(OC)ccc1OC)CC2 (stereo not drawn),-1%[57.1 µM],2%,1.5%,-12%,-19%,-13%,10%[57.1 µM],-12%,0%
O=C(CCNC(=O)N1CC(=O)Nc2ccccc21)Nc1ccc(Cl)cc1,-1%,1%,4.2%,1%[11.4 µM],-10%,-4%,15%,-3%,4%
COc1ccc(C2C(C(=O)N3CC(C)CC(C)C3)c3ccccc3C(=O)N2C)cc1 (stereo not drawn),2%,-4%,5.1%,5%,0%,-17%,7%,16%,1%
CCOC(=O)c1c(C)[nH]c(C(=O)COC(=O)c2ccccc2NC(=O)c2ccco2)c1C,20%,0%,12%,-20%,?,-6%,10%,9%,-26%
Cc1ccc(-n2c(SCC(=O)NCCC3=CCCCC3)nc3n[nH]c(C)c3c2=N)cc1Cl,12%,-8%,?,-23%,-3%,-17%,32%,3%,2%
Cc1ccc(OC(C)C(=O)N(C)Cc2ccccc2)c([N+](=O)[O-])n1 (stereo not drawn),0%,1%,1.6%,-32%,0%,-18%,16%,6%,2%
CCOCCCNC(=O)c1c[nH]c2ccc(S(=O)(=O)Nc3cccc(OC)c3)cc2c1=O,3%[57.1 µM],4%,-0.1%,-10%,0%,-8%,3%[57.1 µM],5%,-7%
CC(C)Oc1cccc(C(=O)C2CCCN(C(=O)c3ccoc3)C2)c1 (stereo not drawn),-2%,-5%,1.1%,-34%,2%,-19%,7%,11%,-4%
N#Cc1cc([N+](=O)[O-])ccc1NC(=O)COC(=O)C1CC2CCCC(C1)C2=O (stereo not drawn),-13%,-4%,0.3%,15%,4%,-5%,-16%,8%,-1%
CCOCCCNC(=O)C1CCC(=O)N1CCc1ccccc1 (stereo not drawn),-2%,-2%,0.1%,24%,-7%,-11%,3%,4%,-10%
Nc1ccc2c(c1)C(=O)N(c1ccc3ccccc3c1)C2=O,-3%,-5%,.,13%,.,.,12%,.,.
CCS(=O)(=O)N1CCC(C(=O)NCc2cccc(OC)c2)CC1,16%,0%,1.5%,-12%,6%,-20%,40%[activator],5%,4%
COc1ccccc1NC(=O)C1(c2ccccc2)CCCC1,-4%,1%,2.4%,12%,-4%,-8%,18%[57.1 µM],-6%,-6%
COc1ccc(CCNC(=O)C2CCCN(c3nc4c(C)cc(C)cc4s3)C2)cc1OC (stereo not drawn),3%,1%,1.3%,-14%,8%,-21%,21%,-21%,3%
CSCCC(CO)NC(=O)OCc1ccccc1 (stereo not drawn),1%,2%,1.2%,2%[11.4 µM],13%,4%,5%,0%,8%
O=C(NC(=S)Nc1cc(C(F)(F)F)ccc1N1CCOCC1)c1ccco1,3%,0%,3.5%,-30%,?,-28%,3%,25%,1%
CCCSc1ccc([C@@H]2[C@H]3C(=O)N(CC)C(=O)[C@H]3[C@]3(C(=O)OC)CCCN23)cc1OC,4%[57.1 µM],-1%,1.2%,-13%,?,-3%,9%[57.1 µM],-4%,4%
O=C(Nc1cccc(-c2nc3cccnc3s2)c1)C1c2ccccc2Oc2ccccc21,13%[57.1 µM],-12%,24%,-42%,-19%,?,18%[57.1 µM],0%,?
COc1cccc(CNC(=O)COc2cc3c(c4oc(=O)cc(C)c24)CCC(C)(C)O3)c1,122%[activator],0%,5.0%,0%,-12%,-20%,28%,-5%,1%
Cc1c(Cl)cccc1NC(=O)C(C)n1c(=O)cc(C)c2c(C)nn(-c3ccccc3)c21 (stereo not drawn),-2%[57.1 µM],-1%,25%,2%,-26%,-21%,8%[57.1 µM],-12%,-1%
C1CNC(C23CC4CC(CC(C4)C2)C3)=N1,6%,-1%,-0.4%,-13%,1%,-6%,14%,23%,-7%
CCOc1ccc(S(=O)(=O)N(C)CC(=O)NCc2ccc3c(c2)OCO3)cc1,1%,1%,0.4%,3%,-16%,-2%,14%,-6%,-8%
C[C@@H](C(=O)N[C@@H](Cc1ccccc1)C(=O)O)n1nnc2ccccc2c1=O,0%,0%,0.8%,-23%,-20%&1%,-24%,-10%,0%,3%
CCCC1CCC(C(=O)n2nc(N)c3cc4ccc(OC)cc4nc32)CC1 (stereo not drawn),5%,3%,0.8%,-19%,4%[57.4 µM],-21%,21%,-7%,-10%
OCCCCNCc1ccc(OCc2ccccc2Cl)cc1,4%[57.1 µM],4%,-0.9%,-4%,-14%,-12%,8%,0%,0%
COc1ccc(-c2cc3nc(C)cc(N4CCN(C(=O)c5ccco5)CC4)n3n2)cc1,.,-1%,.,.,0%,-1%,.,-1%,1%
O=C(COC(=O)/C=C/c1ccccc1F)Nc1nnc(-c2ccccc2)o1,2%,-1%,0.5%,-6%,-11%,-18%,9%,-6%,-10%

# Rewritten with values under each structure: four of the compounds above
# Each structure is followed by: TrxR1 substrate	Vif-APOBEC3G blk	RXFP1 ag	RGS4 inh	ALOX12 inh	USP1-UAF1 inh	rTrxR1 inhibitor	IDH1 R132H inh	Vif-A3F inh
> COc1ccc(CCNC(=O)C2CCCN(c3nc4c(C)cc(C)cc4s3)C2)cc1OC (stereo not drawn)
→ 3%	1%	1.3%	-14%	8%	-21%	21%	-21%	3%
> CSCCC(CO)NC(=O)OCc1ccccc1 (stereo not drawn)
→ 1%	2%	1.2%	2%[11.4 µM]	13%	4%	5%	0%	8%
> O=C(NC(=S)Nc1cc(C(F)(F)F)ccc1N1CCOCC1)c1ccco1
→ 3%	0%	3.5%	-30%	?	-28%	3%	25%	1%
> CCCSc1ccc([C@@H]2[C@H]3C(=O)N(CC)C(=O)[C@H]3[C@]3(C(=O)OC)CCCN23)cc1OC
→ 4%[57.1 µM]	-1%	1.2%	-13%	?	-3%	9%[57.1 µM]	-4%	4%
